High-throughput results deposited in PubChem by several laboratories.
Dengue-2 NS5 capping – Dengue-2 NS5 methyltransferase inhibitors, primary screen, biochemical, confirmation dose response (AID 588689). Dengue-2 NS5 methyltransferase capping enzyme assay, biochemical; higher % means a stronger effect. one-dose inhibition, % at 25 µM; IC50 in µM for titrated hits. 340,000 tested, 0.3% active; in the data active = a potency from the dose series; inconclusive = inhibition above about 29% without an active follow-up result
LYP phosphatase – PTPN22 lymphoid phosphatase activity blockers – biochemical, fluorescence intensity, uHTS (AID 1779) | inhibition, % at 11.5 µM, or IC50 in µM where a hit was titrated | 290,000 tested, 0.054% active | recombinant LYP phosphatase, fluorescence intensity; higher % means a stronger effect;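 also: plate controls were vehicle with enzyme for no effect and no enzyme for full effect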
Siah-1 displacement – blockers of Siah-1 interaction with plectin peptide – biochemical, fluorescence polarization, rhodamine-plectin, uHTS, primary screen (AID 1817). Siah-1 / rhodamine-plectin peptide fluorescence polarization; higher % means a stronger effect. displacement, % at 20 µM, or IC50 in µM where a hit was titrated. 290,000 tested, 0.02% active;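 active = displacement of at least 50% at 20 µM, with a fluorescence ratio check between 0.3 and a set limit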;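 also: plate controls were Siah plus tracer with DMSO for no effect and tracer alone without Siah for full effect; strong numbers were not always called active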
Myeloid diff MLP – myeloid differentiation induction; ER-HoxA9 myeloid progenitors, lysozyme-GFP differentiation, flow cytometry; calls only at 10 µM; 360,000 tested, 1% active;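 active = normalized GFP-positive differentiation at or above the plate's own cutoff, the solvent-only control mean plus 3 SD; inconclusive = no clear call, values can overlap the other calls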;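 also: cells exposed to compound for four days before flow analysis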
HEK293 NOD2/NF-kB – inhibition of NOD2-driven NF-kB reporter – cell-based, luminescence, uHTS, HEK293 (AID 1566) | HEK293 NOD2/NF-kB luciferase reporter, luminescence; higher % means a stronger effect | inhibition, % at 4 µM; hits with a dose series show EC50 in µM | 290,000 tested, 0.63% active; also: many of its hits are not listed in these tables
XIAP displacement – XIAP antagonists, biochemical, IAP family, fluorescence polarization (AID 1018) | displacement, % at 20 µM, or IC50 in µM where a hit was titrated | 200,000 tested, 0.007% active | XIAP BIR domain, fluorescence polarization peptide displacement; higher % means a stronger effect; in the data active = displacement above about 50%; also: a part of the inactive calls stands beside numbers as strong as those of hits
Lipid droplet – hepatic lipid droplet formation modulation. inhibition, % at 6.5 µM. 240,000 tested, 0.4% active. AML12 mouse hepatocytes, oleate lipid droplets, BODIPY imaging. AID 1656;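 active = lipid droplet intensity inhibited by at least 50%, with more than 500 cells counted; inconclusive = wells with under 300 cells, treated as cytotoxic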
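Test system: AML12 mouse liver cells; schedule: overnight exposure; technique: high-content imaging of BODIPY-stained droplets and DAPI nuclei; read-out: % inhibition of corrected integrated BODIPY droplet signal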
AID2073 – inhibitors of Mint1-CaV2.2 protein interaction, biochemical, HTRF (AID 2073). HTRF protein-protein interaction, Mint1-CaV2.2; higher % means a stronger effect. inhibition, % at 20 µM; hits with a dose series show IC50 in µM. 290,000 tested, 0.19% active; in the data active = inhibition mostly above about 51%, no sharp cut-off; inconclusive = no clear call, values can overlap the other calls; inactive = mostly below about 53%; also: some results filed as inactive read as strong as hits
HIV fusion peptide – cell-free HIV fusion peptide-binding blockers – biochemical, uHTS, fluorescence dequenching, primary screen (AID 1986) | cell-free peptide binding, fluorescence dequenching, 30 min; higher % means a stronger effect | inhibition, % at 20 µM; hits with a dose series show IC50 in µM | 290,000 tested, 0.3% active; in the data active = inhibition mostly above about 52%, no sharp cut-off; inactive = mostly below about 76%; also: some results filed as inactive read as strong as hits
Lipid droplet cells 6.5 µM – further read-out of Lipid droplet, marked with its call; cell count; measured here: cell count, cytotoxicity flag;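 cells counted across two imaged fields per well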
Dengue-2 NS5 capping pilot replicate – recorded beside Dengue-2 NS5 capping, whose call it bears; inhibition, %; measured here: pilot screen replicate inhibition
Myeloid diff MLP GFP+ MAC1+ % – also measured in Myeloid diff MLP; calls as there; GFP+ MAC1+ double positive, %; measured here: differentiation confirmed by MAC1 staining
* marks the source's active call; other numbers are inactive results; i = inactive; ? = inconclusive; . = no result given. Rule as the data show it, unless noted: active = inhibition above about 50%; inactive = the rest. Not all compounds are listed; rates above refer to the full screens.

SMILES | Dengue-2 NS5 capping | LYP phosphatase | Siah-1 displacement | Myeloid diff MLP | Myeloid diff MLP GFP+ MAC1+ % | HEK293 NOD2/NF-kB | XIAP displacement | Lipid droplet | Lipid droplet cells 6.5 µM | AID2073 | HIV fusion peptide | others
CN(C)S(=O)(=O)c1ccc(C(=O)Nc2ccccc2F)cc1 | 6% | -4% | 0% | i | 0.8 | -3% | -1.2% | 5 | 764 | -8% | -1.9%
O=C(NCCNc1ccc([N+](=O)[O-])cc1)c1cccs1 | -5% | -12% | -6% | i | 0.6 | 2% | . | 1 | 817 | 2% | 1.2%
O=C1CCCC2=C1C(c1ccc(Br)cc1)c1c([nH]c(=S)[nH]c1=O)N2 (configuration not stated) | 15% | 0% | -2% | i | 1.9 | -3% | -8.8% | -33 | 676 | 2% | 38%
Cc1ccc(SC(C)C(=O)N2CCN(c3ccccc3)CC2)cc1 (configuration not stated) | -5% | -10% | -4% | i | 0.4 | -1% | . | -3 | 819 | -6% | 0.0%
CCO[C@@H]1OC(C(=O)NCc2ccccc2)=C[C@H](c2ccc(Br)cc2)[C@H]1CCCO | -1% | -2% | -3% | i | 1.8 | -1% | -2.5% | -15 | 678 | -4% | 1.2%
CC(NC(=O)Nc1ccc2c(c1)OCO2)c1ccncc1 (configuration not stated) | -7% | -6% | 1% | i | 0.8 | -3% | -1.2% | -3 | 671 | 18% | -2.1%
CC(=O)c1ccc(NC(=O)C2CCC(C)(C(=O)O)C2(C)C)cc1 (configuration not stated) | 3% | -1% | -2% | i | 7.0 | 7% | -2.3% | 5 | 780 | 11% | -0.1%
CCC1(c2ccccc2)NC(=O)N(CC(=O)Nc2ccc3c(c2)OCO3)C1=O (configuration not stated) | -2% | -3% | 0% | i | 5.9 | -25% | -4.1% | . | . | -3% | 2.7%
Cc1ccc(NC(=O)[C@H](C)NC(=O)C2CCN(C(=O)[C@@H](N)CC(C)C)CC2)cc1 | -5% | -8% | -3% | i | 0.3 | 5% | . | 4 | 800 | -9% | -1.0%
Oc1ccc2ccccc2c1/C=N/Nc1nnc(-c2ncc[nH]2)c2ccccc12 | ? | -1% | -11% | . | . | 66%* | -11% | -44 | 368 | 13% | 12%
O=S(=O)(O)c1cccc2c(N=Nc3ccc(O)c4ncccc34)cccc12 | 35µM* | -4% | 43% | i | 0.2 | -17% | . | -50 | 827 | 9% | 65%*
Cc1oc(-c2cc(F)ccc2F)nc1CN(C)Cc1ccc2nccnc2c1 | -21% | -4% | 6% | i | 0.6 | -10% | -3.9% | 4 | 729 | 8% | -1.3%
COc1ccccc1C/C(N)=N/OC(=O)COc1cccc(C)c1 | -8% | -7% | 7% | i | 2.1 | 8% | 2.9% | -3 | 661 | 2% | 1.1%
CC(=O)c1sc(Nc2ccc(C)cc2)nc1C | -10% | -11% | 10% | i | 0.3 | 2% | -3.6% | 4 | 677 | -12% | -0.8%
O=C(O)c1cccc(S(=O)(=O)Nc2ccc(O)cc2Sc2nc3ccccc3s2)c1 | 14% | -6% | 0% | i | 0.3 | 10% | 1.2% | 4 | 739 | 0% | 29%
Cc1nc(C)n(CC(=O)N2CCCC(C(=O)c3ccc(C(F)(F)F)cc3)C2)n1 (configuration not stated) | -1% | -6% | 1% | i | 0.2 | 17% | -5.4% | 0 | 729 | 9% | 2.5%
Cc1cc(Oc2ccc(C#N)cc2)nc(N2CCOCC2)n1 | -7% | -8% | 3% | i | 0.8 | 6% | -5.7% | . | . | 0% | -0.8%
COc1c(C)cc(C(=O)C2CCCN(C(=O)Cn3ccc(C)n3)C2)cc1C (configuration not stated) | 0% | -4% | 3% | i | 0.8 | -34% | -4.7% | -11 | 730 | -2% | 1.2%
CCn1c(SCC(=O)Nc2nc(-c3ccc(C)cc3)cs2)nnc1-c1ccccc1O | -4% | 10% | 7% | i | 0.6 | 20% | -3.9% | 24 | 602 | 31% | -2.6%
COc1ccc(NS(=O)(=O)c2cccc(C(=O)OCC(=O)NC3CC3)c2)cc1 | -8% | -3% | 3% | i | 0.8 | -4% | . | 11 | 716 | 9% | 1.9%
O=P(O)(Cc1ccccc1)Cc1ccccc1 | -3% | -5% | -6% | i | 0.5 | -7% | . | -2 | 808 | 13% | -2.2%
C=CCN(CC=C)CCOc1cccc2ccccc12 | 1% | -10% | 5% | i | 0.2 | 10% | -1.8% | -2 | 585 | 3% | 0.7%
CCCn1c(=O)c(C(=O)NCc2ccccc2)c(O)c2ccccc21 | -3% | -14% | -2% | i | 0.7 | 26% | . | -3 | 806 | 24% | 1.9% | Dengue-2 NS5 capping pilot replicate=-3.9
Cc1cccc(-n2ncc3c2CCCC3NC(=O)CCN2CCCO2)c1C (configuration not stated) | 1% | -10% | -2% | i | 0.8 | 17% | . | 0 | 692 | -8% | 1.4%
COc1nccnc1NS(=O)(=O)c1ccc(NC(=S)NC(=O)c2ccccc2)cc1 | -3% | 5% | -2% | i | 0.7 | -8% | -7.0% | -10 | 623 | 16% | 12%
CCC(C)C(=O)N1CCc2cc(-c3csc(N)n3)ccc21 (configuration not stated) | -7% | -4% | 2% | i | 0.9 | -61% | -6.2% | . | . | 3% | -0.4%
CCOCCCNC(=S)N1CCN(c2nc(-c3ccc(F)cc3)cs2)CC1 | -12% | -5% | 8% | i | 0.2 | 49% | . | -22 | 720 | -22% | -1.3%
CC(C)CCn1c(SCC(=O)c2ccccc2)nc2c1c(=O)[nH]c(=O)n2C | -6% | -8% | 1% | i | 0.6 | -1% | -1.8% | -3 | 610 | 7% | 0.3%
COc1ccc(CCNc2c3ccccc3nc3ccccc23)cc1OC | -2% | -1% | -1% | i | 1.7 | 5% | . | 22 | 745 | 8% | -2.1%
CN(CCNS(=O)(=O)c1ccc2c(c1)oc(=O)n2C)Cc1ccccc1 | -3% | -4% | 2% | i | 1.9 | -1% | -2.7% | -1 | 712 | 6% | -2.0%
CCc1cccc(C)c1NC(=S)NCC(c1cccnc1)N(C)C (configuration not stated) | -4% | -6% | 0% | i | 0.2 | 0% | -5.9% | -10 | 662 | -14% | -1.2%
Cc1ccc(S(=O)(=O)c2c(C)cc(C)[nH]c2=O)cc1 | 1% | -9% | 1% | i | 0.6 | 12% | . | 0 | 711 | -4% | -2.5%
Cc1nn(Cc2ccc(Cl)cc2)c(C)c1NC(=O)CCCn1nc(C)c([N+](=O)[O-])c1C | -10% | -5% | -10% | i | 1.3 | -65% | 4.0% | 3 | 594 | -5% | -1.3%
O=C(/C=C/c1ccc(Cl)c(Cl)c1)N1CCc2ccccc21 | -4% | 0% | 1% | i | 0.4 | -86% | 3.9% | 0 | 668 | 12% | 2.9%
CN(Cc1ccccc1)S(=O)(=O)c1ccc(OCC(=O)NCc2cccnc2)cc1 | -1% | -10% | -4% | i | 0.6 | 11% | . | 12 | 807 | 2% | -0.3%
CC(C)(C)C(=O)Nc1cccc(-c2ncon2)c1 | -5% | -7% | 10% | i | 0.5 | 3% | . | -1 | 715 | 5% | 0.9%
CCC(=O)Nc1c2c(nn1-c1cccc(Cl)c1)CS(=O)(=O)C2 | -12% | -2% | 6% | i | 0.3 | 7% | . | -24 | 731 | 3% | -1.5%
O=C(Nc1ccccc1)Nc1ccc2ccccc2n1 | -1% | -10% | 4% | i | 0.5 | -43% | . | 8 | 794 | 21% | -1.3%
Cc1ccc(C)c(S(=O)(=O)c2c[nH]c(=S)[nH]c2=O)c1 | -5% | -7% | 7% | i | 0.0 | -9% | . | -2 | 725 | -4% | 0.9%
COC(=O)C1=C(C)N(Cc2ccccc2)C(=S)N[C@H]1c1cccc(F)c1 | -2% | 2% | 0% | i | 2.6 | 3% | . | -2 | 765 | 11% | -0.7%
Cc1ccc(CSCCNC(=O)/C=C/c2ccc(Cl)cc2)cc1 | -1% | 0% | 3% | i | 2.6 | 4% | -22% | . | . | 10% | 1.5%
CCN(CC)c1ccc(NC(=O)CNCc2ccccc2Cl)c(C)c1 | -3% | -7% | 8% | i | 0.5 | -7% | . | -16 | 416 | -9% | -1.5%
COc1cccc(NC(=O)NCc2ccccn2)c1 | 2% | -11% | -2% | i | 0.8 | 0% | . | -2 | 817 | 0% | 0.0%
N#CC1=C(SCC(=O)c2ccccc2)NC2=C(C(=O)CCC2)C1c1ccco1 (configuration not stated) | 1% | 3% | -8% | . | . | -91% | -8.0% | -6 | 793 | -12% | 2.4%
Cc1cccc(C)c1NC(=O)C/C(N)=N/O | -6% | -7% | 8% | i | 0.9 | 18% | -1.3% | . | . | 8% | -1.0%
Cc1ccc(S(=O)(=O)c2nc(-c3ccccc3)oc2SCC(=O)NCC2CCCO2)cc1 (configuration not stated) | 0% | -6% | 3% | i | 1.5 | -13% | . | -40 | 837 | 8% | -0.8%
